# mouse EphA4 binding: inhibitors of EphA4 binding to KYL peptide, primary screen, biochemical, colorimetric, mouse EphA4 (AID 689); Ephrin type-A receptor 4 (Mus musculus); EphA4-AP binding to KYL peptide, pNPP A405; higher % means a stronger effect; inhibition, % at 10 µM, or IC50 in µM where a hit was titrated; 62,000 compounds, 0.1% hits; in the data active = a potency from the dose series; inactive = the rest, 99 in 100 with inhibition below about 22%
# * marks the source's active call; other numbers are inactive results. The list is partial; count on the stated rates, not on these rows.
SMILES,mouse EphA4 binding
CSCCC(NC(=O)c1cc(C(C)(C)C)oc1C)C(=O)O (stereo unspecified),6%
O=C(NCCc1c[nH]c2ccccc12)c1cccs1,-10%
Cn1c(=O)c2c(SCc3cccnc3)nc(CC(C)(C)C)nc2n(C)c1=O,-1%
CC(=O)CCc1c(C)c2cccc(C)c2[nH]c1=O,4%
Nc1nnc(C(c2ccccc2)c2ccccc2)s1,-2%
Cc1cc(C)n(C(=O)CNC(=O)c2ccc(F)cc2)n1,4%
N#CCN1CCC/C1=C\[N+](=O)[O-],7%
CCOC(=O)C1=C(C)N=c2s/c(=C\c3ccc([N+](=O)[O-])o3)c(=O)n2C1c1ccccc1Cl (stereo unspecified),-8%
S=C(NCCC(c1ccccc1)c1ccccc1)Nc1ccccc1Cl,-6%
CCN(CC)CCCN(Cc1cc2cc3c(cc2[nH]c1=O)OCCO3)C(=O)Nc1ccc(F)cc1,9%
CCOC(=O)C1=C(C)NC(=S)NC1c1ccc(C(=O)O)cc1 (stereo unspecified),-4%
COc1ccc(C2CC(=O)C3=C(C2)Nc2ncnn2C3c2ccccc2C)cc1 (stereo unspecified),-23%
Cc1cccc2cc(CN(Cc3ccc(F)cc3)Cc3nnnn3C3CCCC3)c(=O)[nH]c12,-11%
COc1ccc(C2=NN(C(=O)CCC(=O)O)C(c3ccccc3F)C2)cc1 (stereo unspecified),9%
CN1CCc2c(c3ccccc3n2C)C1,-6%
COc1ccccc1C(=O)Nc1ccc2c(c1)OCCO2,-5%
CC1(C)C=Cc2c(c3ccccc3[nH]c2=O)O1,-9%
CC(C)C1=NN(C(=O)c2cccnc2)C(O)(C(F)(F)F)C1 (stereo unspecified),-3%
COc1ccc(-c2nn(CCC(=O)O)cc2CCC(=O)O)cc1,-4%
CC1CCN(c2ccc(/C=N/n3nnnc3N)cc2[N+](=O)[O-])CC1,-5%
Cc1nn(Cc2ccc(F)cc2)c(C)c1NC(=O)c1cc(-c2ccco2)on1,9%
COc1ccccc1OCCOc1ccc(/C=C2/C(=N)N3OC(C)=CC3=NC2=O)cc1OC,-11%
COC(=O)C1(C(=O)OC)C(CC(C)C)C1(C(=O)OC)C(=O)OC,10%
O=C(Nc1cccc(Cl)c1Cl)c1ccc(-c2ccccc2)cc1,-11%
Cn1cnnc1SCc1ccc(-c2ccc(Br)cc2)o1,4%

# 4 records drawn at random from the list so far:
SMILES,mouse EphA4 binding
CCOC(=O)C1=C(C)NC(=S)NC1c1ccc(C(=O)O)cc1 (stereo unspecified),-4%
Cc1cc(C)n(C(=O)CNC(=O)c2ccc(F)cc2)n1,4%
S=C(NCCC(c1ccccc1)c1ccccc1)Nc1ccccc1Cl,-6%
COc1ccc(C2=NN(C(=O)CCC(=O)O)C(c3ccccc3F)C2)cc1 (stereo unspecified),9%

# Continued.
SMILES,mouse EphA4 binding
Clc1ccc(Sc2ccc(/C=N/n3cnnc3)o2)cc1,-1%
CCOC(=O)CNC(=O)C(Cc1ccccc1)NS(=O)(=O)c1cccs1 (stereo unspecified),-14%
O=C(CCN1CCN(c2ccccc2)CC1)Nc1ccc(OCc2ccccc2)cc1,-8%
Cc1nc2sc3c(c2c(=O)[nH]1)CCCC3,0%
COc1ccc(CN2CCN(c3cccc(C)c3C)CC2)cc1OC,-4%
Cc1ccc(S(N)(=O)=O)cc1NC(=O)C1CC2CCC1C2 (stereo unspecified),-4%
COC(=O)c1ccccc1CON1C(=O)C(C)(C)N(OCc2ccccc2C(=O)OC)C(=O)C1(C)C,-16%
CC(C)C(=O)Nc1cccc(C(=O)Nc2nncs2)c1,-6%
C=CCNC(=O)/C(=C\c1ccc([N+](=O)[O-])cc1)NC(C)=O,3%
COc1ccc(C(=O)/C=C/c2ccccc2F)c(OC(=O)c2ccc([N+](=O)[O-])cc2)c1,-11%
CCNC(=O)/C(=C\c1ccc2c(c1)OCO2)NC(=O)c1ccc(Br)cc1,-15%
COc1ccc(N(C(=O)c2ccco2)S(=O)(=O)c2ccccc2)cc1,-4%
CC(=O)c1cc2c(cc1NC(=O)CCCC(=O)O)OCO2,-2%
CCOC(=O)N1CCN(C(=O)COc2ccc3ccccc3c2)CC1,-1%
CCOc1cc(/C=C2/SC(=S)N(C)C2=O)ccc1OCCOc1ccc(C)c(C)c1,-5%
O=C(CN1CCN(C(=O)c2ccco2)CC1)Nc1cc(Cl)ccc1Cl,-11%
COc1ccc2c(c1)cc(C)c1nnc(SCC(=O)N(C)c3nc(-c4ccccc4)cs3)n12,-8%
Cc1cccc(C(=O)n2c(=S)nc3ccccn32)c1,-9%
Cc1ccc(-n2c(C)cc(C)c(C#N)c2=O)cc1,-7%
O=C(CS(=O)(=O)c1c[nH]c2ccccc12)N1CCCCC1,-15%
Cc1ccc2nsnc2c1S(=O)(=O)N1CCOCC1,0%
Cc1ccc(NC(=O)NNS(=O)(=O)c2ccc(Br)cc2)cc1,-11%
Cc1ccc(C(=O)CSc2nnc(-c3ccccc3N)n2C)cc1,10%
CC(C)CCN1C(=O)c2ccccc2C1C(=O)NCc1cccnc1 (stereo unspecified),-17%
Cc1ccn(C(=O)c2cc3c(C)nn(-c4ccccc4)c3s2)n1,-20%

# Reformatted as labelled records: entries from further up.
SMILES: CC(C)C(=O)Nc1cccc(C(=O)Nc2nncs2)c1
  mouse EphA4 binding: -6%
SMILES: CCOC(=O)CNC(=O)C(Cc1ccccc1)NS(=O)(=O)c1cccs1 (stereo unspecified)
  mouse EphA4 binding: -14%
SMILES: COc1ccc(C(=O)/C=C/c2ccccc2F)c(OC(=O)c2ccc([N+](=O)[O-])cc2)c1
  mouse EphA4 binding: -11%
SMILES: COc1ccc(CN2CCN(c3cccc(C)c3C)CC2)cc1OC
  mouse EphA4 binding: -4%

# Laid out differently: results already given.
molecule	mouse EphA4 binding
Cc1cccc(C(=O)n2c(=S)nc3ccccn32)c1	-9%
Cc1nc2sc3c(c2c(=O)[nH]1)CCCC3	0%
CCOc1cc(/C=C2/SC(=S)N(C)C2=O)ccc1OCCOc1ccc(C)c(C)c1	-5%
CCOC(=O)CNC(=O)C(Cc1ccccc1)NS(=O)(=O)c1cccs1 (stereo unspecified)	-14%

# (list continues)
SMILES,mouse EphA4 binding
O=C(Nc1ccc2c(c1)OCO2)C(c1ccccc1)N1CCCCC1 (stereo unspecified),-9%
CCCn1nc(-c2ccccc2)c2nc3ccccc3nc21,10µM*
COc1ccc(OC)c(-c2cc(C(=O)Nc3c(C)nn(Cc4ccccc4)c3C)no2)c1,-6%
CC(=O)N1CCc2cc(S(=O)(=O)NCCC(=O)N3CCc4ccccc4C3)ccc21,-6%
Cc1cccc(C(C)C)c1NC(=O)CCCOc1ccc(Cl)cc1Cl,-11%
CCc1nc2oc3cc(OC)ccc3c(=O)c2c(=O)n1Cc1ccco1,-6%
COCC(C)NC(=O)NC1(C(F)(F)F)Oc2ccc(Cl)cc2O1 (stereo unspecified),6%
CC1(C)CC(NC(=O)c2ccc3c(c2)OCO3)CC(C)(C)N1,-2%
COC(=O)c1cn(-c2ccccc2)nc1-c1ccccc1,7%
COc1ccc(C/C(N)=N/n2cnnc2)cc1,-17%
COCCCNC(=O)CCCOc1ccccc1,5%
COc1ccc2oc(C(F)F)cc(=O)c2c1,-7%
O=S(=O)(N/N=C\c1cccn1-c1ccccc1)c1ccc2ccccc2c1,-4%
CC(C)OC(=O)CSc1nc2c(c(C3CC=CCC3)c1C#N)CCC2 (stereo unspecified),-1%
CC(=O)Nc1nonc1-c1ccccc1,-1%
Cc1ccc(C2=C(C#N)C(N)=C(C#N)C3=CCCC32)c(C)c1 (stereo unspecified),5%
CCOc1ccc(-c2nnn(CC(=O)NCc3cccs3)n2)cc1,1%
CCCCCCNC(=O)CC(NS(=O)(=O)c1ccc(NC(C)=O)cc1)C(C)C (stereo unspecified),8%
CCCCN(CCCC)CC1OCc2ccccc2CO1,-9%
COc1ccc(Nc2nc(-c3cccs3)cs2)c(OC)c1,-5%
CC(=O)NS(=O)(=O)c1ccc(NS(=O)(=O)c2ccc(C)cc2)cc1,-6%
CC(C)(C)Nc1nc(NN)nc(NC(C)(C)C)n1,-3%
CCc1nnc(NC(=O)c2cccc(S(=O)(=O)N3CCN(c4ccccc4)CC3)c2)s1,-6%
COCCn1c(=S)[nH]c2cc(C(=O)N3CCC(C(N)=O)(N4CCCCC4)CC3)ccc2c1=O,-6%
O=C(CCCC(=O)OCC(=O)c1ccc(Cl)cc1Cl)Nc1cc(C(F)(F)F)ccc1Cl,-13%
# The results go on:
SMILES,mouse EphA4 binding
CCOc1cc(C(=O)Nc2ccc3c(c2)OCO3)ccc1OC(F)F,4%
N#Cc1c(-c2ccccc2)ccnc1Oc1ccccc1,6%
Cc1ccc(S(=O)(=O)NCC(=O)N(CC(=O)NCc2ccco2)Cc2ccc3c(c2)OCO3)cc1,9%
Cc1ccc(-c2csc(NC(=O)CSc3nc(C)cc(=O)[nH]3)n2)cc1,12%
CC(C)CCn1cnc2c(cnn2-c2ccc(Cl)cc2)c1=O,-11%
COc1ccc(C2C(=O)N(C3CCCCC3)CC(=O)N2Cc2ccc3c(c2)OCO3)cc1 (stereo unspecified),-11%
CCc1ncc(C(O)c2ccccc2OC)n1C (stereo unspecified),0%
CC(=O)Nc1ccc(S(=O)(=O)NC(=O)CC(C)C)cc1,2%
O=C(O)CCC(=O)N1CCc2cc(S(=O)(=O)Nc3ccc4c(c3)OCCO4)ccc21,-21%
O=C1C(=O)N(CCCn2ccnc2)C(c2ccccn2)/C1=C(/O)c1ccccc1 (stereo unspecified),-3%
CN(C)CCN1C(=O)C(=O)/C(=C(/O)c2ccc(S(=O)(=O)N3CCOCC3)cc2)C1c1ccccc1 (stereo unspecified),-4%
CC12C(=O)N(c3cccc4cccnc34)C(=O)C1C1C=CC2C1 (stereo unspecified),9%
CC(=O)c1ccc(NC(=S)NC(=O)c2ccccc2)cc1,-5%
CC12CCC(C(=O)Nc3cccc4ccccc34)(C1Br)C2(C)C (stereo unspecified),-18%
O=S(=O)(c1ccc(Cl)cc1)N1CCN(c2ccccn2)CC1,11%
CCOC(=O)c1cnc(SC)nc1Oc1cccc(NS(=O)(=O)c2ccccc2)c1,16%
Cc1ccc(/C=N\NC(=O)c2cc(OCC(F)(F)F)ccc2OCC(F)(F)F)cc1,-11%
NC(=O)CSc1nnnn1-c1ccc(OC(F)(F)F)cc1,2%
CSc1ccc(S(=O)(=O)N(CC(=O)Nc2cccc(C(C)=O)c2)c2ccc(C)cc2)cc1,5%
Cc1c(C(N)=O)sc2nc(-c3ccccc3)cn12,3%
CCOC(=O)c1c(-c2ccc(C)o2)csc1NC(=O)CSc1nnc(C)s1,12%
O=C(N1CCOCC1)N(Cc1cccs1)C1CCCC1,-10%
COc1ccc(N2C(=O)CC(N3CCN(c4ccc(S(C)(=O)=O)cc4)CC3)C2=O)cc1 (stereo unspecified),-1%
O=C(NCc1ccco1)c1cc2nc(-c3cccs3)cc(C(F)(F)F)n2n1,12%
COc1ccc(-c2csc(N(CCc3ccccc3)C(=O)COc3ccccc3)n2)cc1,2%
# (listing goes on)
SMILES,mouse EphA4 binding
O=C(NC1CCSC1=O)c1ccc(Oc2ccc(F)cc2)nc1 (stereo unspecified),-8%
CC1(C)c2ccccc2N2CCC(=O)NC21/C=C/c1ccco1 (stereo unspecified),-15%
Cc1ccc(-c2nc3ncccc3o2)cc1NC(=O)COc1ccccc1,5%
Cc1cc(N2CCOCC2)nc(SCC(=O)c2ccccc2)n1,11%
Cc1ccc2cccc(OCC(=O)NCc3ccco3)c2n1,2%
COc1cc(C2/C(=C(/O)c3ccc(OCC(C)C)cc3)C(=O)C(=O)N2CCN(C)C)ccc1O (stereo unspecified),1%
CCN(CC)S(=O)(=O)c1ccc(Cl)c(NC(=O)c2ccccc2C)c1,-7%
CCOc1ccc2nc(SC(C)C(N)=O)[nH]c2c1 (stereo unspecified),-9%
CCOC(=O)/C(C#N)=C1/C=Cc2ccccc2N1CC,3%
CCOc1ccc(C(=O)Nc2cc(C)c3c(=O)oc4ccccc4c3n2)cc1,-7%
CCOc1ccc(N(CC(=O)Nc2ccc3c(c2)OCCO3)S(=O)(=O)c2c(C)noc2C)cc1,0%
Cc1[nH]n(-c2ccccc2)c(=O)c1-c1cccc(Cl)c1,-7%
COCCN(Cc1cc2cc3c(cc2[nH]c1=O)OCO3)C(=O)c1cccs1,-12%
CCOc1cccc(-c2nnc(NC(=O)c3ccco3)s2)c1,-6%
Cc1cc(C)n2c(Nc3ccc4c(c3)OCCO4)c(-c3ccco3)nc2n1,-9%
CCc1ccc(CN2CCN(C(=O)CC(C)C)CC2)cc1,-2%
COCCn1c(C(C)C)nc2sc3ccccc3c(=O)c2c1=O,-17%
CCSc1nnc(-c2ccc(Cl)cc2)c2ccccc12,-10%
Cc1cc(S(=O)(=O)N(Cc2ccccn2)Cc2ccco2)ccc1-n1cnnn1,-2%
COCC(=O)N(Cc1cc2cc(OC)ccc2[nH]c1=O)c1ccc(C)cc1,-11%
C=CCSc1nc(N(CC)CC)c2sccc2n1,-3%
Cc1ccc(-c2csc(Cc3nc(-c4cc5ccccc5oc4=O)cs3)n2)cc1,0%
O=C(Cn1cncn1)NCc1cccc2ccccc12,-2%
O=C(NCc1ccncc1)Nc1ccccc1Cl,-11%
COC(=O)c1cn(NC(=O)C2CCC(C(C)(C)C)CC2)c(=O)c2ccccc12 (stereo unspecified),-10%

# Some of these compounds in order of the mouse EphA4 binding value, rising.
Molecule	mouse EphA4 binding
Cc1cc(C)n2c(Nc3ccc4c(c3)OCCO4)c(-c3ccco3)nc2n1	-9%
CCN(CC)S(=O)(=O)c1ccc(Cl)c(NC(=O)c2ccccc2C)c1	-7%
Cc1ccc(-c2csc(Cc3nc(-c4cc5ccccc5oc4=O)cs3)n2)cc1	0%
Cc1ccc(-c2nc3ncccc3o2)cc1NC(=O)COc1ccccc1	5%

# Further records:
SMILES,mouse EphA4 binding
COc1ccc(N2C(=O)NC(=O)/C(=C\c3ccc(O)c(Cl)c3)C2=O)cc1,-4%
Cc1c(NC(=O)c2cc(CC(C)C)on2)c(=O)n(-c2ccccc2)n1C,2%
CC(C)C(NC(=O)OCc1ccccc1)C(=O)O (stereo unspecified),-9%
O=C1NCCCC1C(=O)NCCNC(=O)C(F)(F)F (stereo unspecified),0%
Cc1c(N2C(=O)S/C(=C\c3ccc(N(C)C)cc3)C2=O)c(=O)n(-c2ccccc2)n1C,13%
O=c1c2ccccc2c(C=NCCCN2CCOCC2)c(O)n1Cc1ccccc1,-3%
